G6PDH CS = L. mesenteroides G6PDH inhibitors, counter-screen for G6PDH-coupled screening assays, biochemical, Leuconostoc mesenteroides enzyme. Purified L. mesenteroides G6PDH, diaphorase/resazurin coupled fluorescence, 45 min. inhibition, % at 5 µM. 200,000 compounds, 0.12% hits. AID 1020, 2008
S1P3 antag = S1P3 receptor antagonists, primary screen, cell-based; Sphingosine 1-phosphate receptor 3 (Homo sapiens), Q99500; CHO S1P3 NFAT-BLA reporter, FRET fluorescence, antagonist mode; inhibition, % at 4.98 µM; 170,000 compounds, 0.27% hits;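 active = inhibition above the plate cutoff, the mean inhibition of test wells on that plate plus 3 SD, cut at about 28% in these data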;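 note: cells challenged with S1P at its EC80 of 0.8 µM; blue over green emission ratio from cleaved BLA substrate after 4 h stimulation; 0% = S1P-stimulated wells and 100% = unstimulated DMSO-only wells; some compounds past the cut are filed as inactive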
TLR4-MyD88 BLA = inhibitors of TLR4-MyD88 association in cells, primary screen, cell-based, HeLa CL3-4, BLA complementation, FRET ratio; HeLa CL3-4 TLR4/MyD88 BLA complementation; inhibition, % at 8.4 µM; 200,000 compounds, 0.18% hits; in the data active = inhibition above about 25%;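 note: 0% = vehicle and 100% = reference inhibitor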
Target sequence (O00206 whole entry, looked up): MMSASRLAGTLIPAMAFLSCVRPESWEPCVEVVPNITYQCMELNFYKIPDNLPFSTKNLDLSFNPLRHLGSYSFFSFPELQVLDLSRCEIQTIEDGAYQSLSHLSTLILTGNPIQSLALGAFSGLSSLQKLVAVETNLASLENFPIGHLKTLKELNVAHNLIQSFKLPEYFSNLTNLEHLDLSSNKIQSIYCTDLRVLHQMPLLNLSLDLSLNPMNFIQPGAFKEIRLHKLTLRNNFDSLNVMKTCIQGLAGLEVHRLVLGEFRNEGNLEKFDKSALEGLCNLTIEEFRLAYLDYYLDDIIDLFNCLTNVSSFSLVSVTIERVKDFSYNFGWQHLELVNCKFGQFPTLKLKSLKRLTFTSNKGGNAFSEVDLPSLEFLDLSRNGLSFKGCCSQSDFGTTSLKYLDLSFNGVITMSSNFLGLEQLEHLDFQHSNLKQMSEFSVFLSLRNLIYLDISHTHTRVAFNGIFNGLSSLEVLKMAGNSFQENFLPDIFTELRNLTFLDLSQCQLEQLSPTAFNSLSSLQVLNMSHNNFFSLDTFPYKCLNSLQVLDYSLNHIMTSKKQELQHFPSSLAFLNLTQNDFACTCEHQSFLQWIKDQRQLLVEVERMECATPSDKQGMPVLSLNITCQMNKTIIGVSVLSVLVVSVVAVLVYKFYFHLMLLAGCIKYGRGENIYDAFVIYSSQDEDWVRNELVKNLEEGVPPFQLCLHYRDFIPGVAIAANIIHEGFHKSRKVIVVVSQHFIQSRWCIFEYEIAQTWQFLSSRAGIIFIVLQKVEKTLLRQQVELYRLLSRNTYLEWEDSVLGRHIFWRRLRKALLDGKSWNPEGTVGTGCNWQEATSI
Target sequence (Q99836 whole entry, looked up): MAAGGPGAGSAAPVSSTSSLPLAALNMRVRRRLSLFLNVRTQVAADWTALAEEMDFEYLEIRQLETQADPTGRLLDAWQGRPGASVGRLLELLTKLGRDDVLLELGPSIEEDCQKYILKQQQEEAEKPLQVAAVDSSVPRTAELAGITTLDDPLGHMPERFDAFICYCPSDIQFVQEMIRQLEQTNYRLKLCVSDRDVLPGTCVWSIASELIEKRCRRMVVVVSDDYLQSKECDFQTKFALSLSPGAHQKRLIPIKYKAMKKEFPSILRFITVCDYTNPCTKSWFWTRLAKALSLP
PMI activator = activators of human PMI, primary screen, biochemical, fluorescence intensity, near-Km mannose 6-phosphate. purified human PMI, coupled resazurin fluorescence, 20 min; active compounds read high; 1 = vehicle control, 0 substrate-free wells. activation factor at 20 µM. Mannose-6-phosphate isomerase (Homo sapiens), P34949. 190,000 compounds, 0.005% hits. AID 1214, 2008;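 active = activation factor of 2 or more at 20 µM, relative to plate controls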
RAM network inh = inhibitors of the yeast RAM network, primary screen, dse1pr::URA3 reporter, 5-FOA selection; 190,000 compounds, 1.8% hits; inhibition, % at 50 µM; S. cerevisiae dse1pr::URA3 reporter, 5-FOA growth OD615, 2 d; analog-sensitive cbk1-as2 kinase mutant strain;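 active = inhibition above a set limit, 3 SD over mean compound inhibition, cut at about 8.4% in these data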;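 note: 0% = DMSO-only wells with no growth and 100% = 10 µM 1-NA-PP1 full growth; inhibition rescues growth on 5-FOA so higher OD means more RAM inhibition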
Lmaj promast = Leishmania major promastigote growth inhibition, primary screen; Leishmania major promastigotes, resazurin fluorescence viability; inhibition, % at 10 µM; 200,000 compounds, 9% hits; AID 1063, 2008;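 note: promastigotes grown with compound for 44 hours at 28 °C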
Hsp70 activator = Hsp70 transcriptional activators, primary screen, cell-based, HeLa, Hsp70 promoter luciferase, luminescence, 10 µM | HeLa Hsp70 promoter luciferase reporter; scaled: vehicle 0, proteasome-inhibitor control 100% | 200,000 compounds, 0.04% hits | AID 1203, 2008 | activation, % at 10 µM;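 active = activation above the mean across all tested compounds plus 3 SD, cutoff set per campaign, cut at about 5.5% in these data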;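 note: 100% = MG132 at 30 µM as the positive control and 0% = DMSO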
DTT redox prof = compounds producing H2O2 with reducing agent – biochemical, NIH compound library profiling, artefact control for MLSCN library redox annotation, primary screen | AID 878, 2007 | DTT-dependent redox cycling H2O2, phenol red/HRP absorbance; 100% = 100 µM peroxide control, 0% = buffer | 200,000 compounds, 0.03% hits | activation, % at 10 µM;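 active = activation of at least 50% relative to the plate's high and low controls in the primary single-dose screen; inactive = activation below 50%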;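 note: compound incubated with DTT at 0.8 mM final as the reducing agent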
Diaphorase act = compounds boosting diaphorase resazurin reduction – biochemical, uHTS, resorufin fluorescence, counter-screen for diaphorase-coupled primary assays, primary screen | AID 1229, 2008 | Diaphorase/resazurin coupled assay, 16 min; active compounds read high; 1 = vehicle wells, 0 = NADH-free wells | activation factor at 20 µM | 190,000 compounds, 0.005% hits;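 active = diaphorase activity raised at least twofold by the compound at 20 µM; inactive = activation factor below 2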
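Material: purified diaphorase enzyme from Clostridium kluyveri / Medium: HEPES pH 7.4 buffer with MgCl2 and Tween 20 / Schedule: enzyme reaction of 16 min at room temperature / Measured by: resorufin fluorescence, excitation 544 nm, emission 590 nm / Evaluation: rise in resorufin formation, marking diaphorase activation or chemical reduction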
PMI act hi M6P = human PMI activators, high substrate, primary screen, biochemical, fluorescence intensity, near-saturating mannose 6-phosphate. activation factor at 20 µM. 190,000 compounds, 0.34% hits. coupled PMI enzyme assay, resazurin fluorescence, 20 min; active compounds read high; 1 = untreated enzyme, 0 = substrate-free blank. AID 1216, 2008;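 active = activation factor of 2 or more at 20 µM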
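Test system: human PMI in coupled enzyme assay; Input: PMI at 15 ng/mL final; Medium: HEPES buffer, pH 7.4; Schedule: 20 min incubation at room temperature; Technique: resorufin fluorescence at Ex 544/Em 590 nm; Compound: 20 µM single dose; Probe or stimulus: Near-saturating mannose-6-phosphate, 1.0 mM.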
Diaph inh CS = diaphorase inhibitors and chemical oxidizers, primary screen, counter-screen for diaphorase-coupled primary assays, biochemical, uHTS, resorufin fluorescence; diaphorase resazurin-to-resorufin fluorescence, NADH, 16 min; bacterial (C. kluyveri) enzyme, not human; inhibition, % at 20 µM; 190,000 compounds, 0.69% hits;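 active = primary screen inhibition at 20 µM above a set limit, cut at about 50% in these data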;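 note: plate controls were DMSO with full reaction for no effect and wells lacking NADH for full effect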
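Benchmarks: positive control wells lacking NADH, neutral wells with DMSO only. System: bacterial diaphorase enzyme (C. kluyveri). Input: 0.14 U/mL diaphorase, enzyme working solution. Detection: resorufin fluorescence, excitation 544 nm, emission 590 nm. Times: 16-min room-temperature incubation before reading.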
* hit, by the source's call; · = no result given. Cut-off read from the data, not from the text of the source, unless noted: active = inhibition above about 50%; inactive = the rest. No enrichment for hits; any-hit rate near 12%.

SMILES	G6PDH CS	S1P3 antag	TLR4-MyD88 BLA	PMI activator	RAM network inh	Lmaj promast	Hsp70 activator	DTT redox prof	Diaphorase act	PMI act hi M6P	Diaph inh CS
O=C1CCCc2c1nc(-c1ccco1)n2O	13	4	-3	0.9	-0.1	-7	0.3	1.4	0.9	0.9	12
C=CCNC(=O)/C(C#N)=C/c1c(N(Cc2ccccc2)Cc2ccccc2)nc2ccccn2c1=O	-10	15	18	0.9	3.8	76*	0.4	0.1	0.9	1	6
CCn1cnc2c1c(=O)n(CC(=O)N1CCc3ccccc31)c(=O)n2Cc1ccccc1	8	-12	-5	0.9	1.8	34	-0.2	1.9	0.7	0.8	30
CC(C)Oc1ccc2nnnn2n1	11	-10	-10	1.1	0.3	-2	0.0	-0.1	1	1.1	4
CC(=O)Oc1ccc(C(=O)c2ccccc2)c(OC(C)=O)c1	2	-3	-6	1	2.3	22	0.6	-1.6	0.8	0.9	20
Cc1ccc(NCC(O)C(O)C(O)CO)cc1C (stereo not drawn)	-20	-7	-10	0.9	0.4	-5	-0.7	-1.1	0.9	0.9	15
CCc1cccc(C)c1NC(=S)N(CCN(C)C)C(C)c1cccnc1 (stereo not drawn)	4	-19	0	1	-0.5	10	-0.1	-0.4	1	1	1
Cc1nnc(SCCn2c(N3CCN(C)CC3)nc3c2c(=O)[nH]c(=O)n3C)s1	-1	10	-6	1	1.2	-3	-0.5	-0.5	0.9	1	11
CCCn1c(SCC(=O)Nc2ccc(C(=O)Nc3ccccc3OC)cc2)n[nH]c1=O	-1	10	1	1	9.2*	-1	-0.1	0.2	0.8	0.9	22
CCOc1ccc(NC(=O)N(CCCN2CCOCC2)Cc2cccnc2)cc1	4	·	-6	1	-0.1	9	-0.2	-0.8	0.9	0.9	7
c1ccc(-c2cc3c(N4CCOCC4)ncnc3s2)cc1	5	47	4	0.9	0.1	0	-0.1	-2.6	0.7	0.9	30
Cc1cc(C)cc(NC(=O)COC(=O)CCCC2=NS(=O)(=O)c3ccccc3N2)c1	1	-12	-7	1.1	0.3	-7	-0.3	0.2	0.9	1.1	6
COc1ccc(Oc2nccc(-c3ccccc3)c2C#N)cc1	8	·	-15	0.9	0.8	-3	-0.1	-5.2	0.9	0.9	10
NC(=S)N=Nc1c(O)[nH]c2c(Br)cc(Br)cc12	10	-22	-13	0.8	2.6	7	-0.2	0.1	0.9	0.6	13
O=C(O)C1=C[C@@H](c2csc3ccccc23)C[C@@H](OCCCCO)O1	23	-8	-1	1	3.4	-9	0.2	0.7	0.9	1	15
Cc1oncc1-c1cn2ccccc2n1	2	·	-3	0.9	-0.9	-3	-0.5	0.1	0.8	0.9	15
CC1(C)Cc2nc3oc4c(N5CCOCC5)ncnc4c3cc2CO1	7	·	13	0.9	-0.6	3	0.2	1.9	0.9	0.9	7
Cc1ccc(S(=O)(=O)NC(C)CCc2ccccc2)cc1 (stereo not drawn)	9	·	-11	1.1	0.7	4	-0.4	1.7	0.9	1.1	12
CN1CCN(c2ccccc2NC(=O)c2c(F)cccc2F)CC1	6	-5	-8	0.9	1.9	-3	-0.5	-0.1	0.9	0.7	11
Cc1ccc(CNC(=O)CN(C)S(=O)(=O)c2cnc[nH]2)cc1	-4	-10	4	1	0.4	-6	-0.3	-0.4	0.9	1	9
CCSC1=N/C(=C\c2ccc3c(c2)OCO3)C(=O)S1	-1	·	-1	0.9	15*	-2	-0.2	0.5	0.8	0.9	17
O=C1N=C(N2CCCC2)S/C1=C\c1cn[nH]c1-c1ccccc1	-3	3	-6	0.9	2.4	48	-0.2	0.0	0.7	0.9	33
CC(=O)NCCc1cc2ccc(C)c(C)c2[nH]c1=O	4	-16	1	0.9	1.8	-5	-0.2	-3.1	0.9	0.9	8
Cc1ccc(S(=O)(=O)N2CCOCC2)cc1NC(=O)CSc1nc2ccccc2c(=O)n1Cc1ccccc1	-8	0	4	1	6.9	46	-0.1	0.0	0.9	1	13
O=C(Nc1ccc(Oc2ccccc2)cc1)C1CCN(c2ncccn2)CC1	-6	-2	7	1.1	2.7	-5	0.0	3.7	0.9	1	7

One compound at a time, from the list above. Order of values: G6PDH CS, S1P3 antag, TLR4-MyD88 BLA, PMI activator, RAM network inh, Lmaj promast, Hsp70 activator, DTT redox prof, Diaphorase act, PMI act hi M6P, Diaph inh CS
CCOc1ccc(NC(=O)N(CCCN2CCOCC2)Cc2cccnc2)cc1 is entered as 4, ·, -6, 1, -0.1, 9, -0.2, -0.8, 0.9, 0.9, 7
CC(C)Oc1ccc2nnnn2n1 is entered as 11, -10, -10, 1.1, 0.3, -2, 0.0, -0.1, 1, 1.1, 4
O=C1N=C(N2CCCC2)S/C1=C\c1cn[nH]c1-c1ccccc1 is entered as -3, 3, -6, 0.9, 2.4, 48, -0.2, 0.0, 0.7, 0.9, 33
CC(=O)NCCc1cc2ccc(C)c(C)c2[nH]c1=O is entered as 4, -16, 1, 0.9, 1.8, -5, -0.2, -3.1, 0.9, 0.9, 8
Cc1ccc(S(=O)(=O)N2CCOCC2)cc1NC(=O)CSc1nc2ccccc2c(=O)n1Cc1ccccc1 is entered as -8, 0, 4, 1, 6.9, 46, -0.1, 0.0, 0.9, 1, 13

Additional records:
SMILES	G6PDH CS	S1P3 antag	TLR4-MyD88 BLA	PMI activator	RAM network inh	Lmaj promast	Hsp70 activator	DTT redox prof	Diaphorase act	PMI act hi M6P	Diaph inh CS
CCCC(C)C(=O)NCc1ccccc1OC (stereo not drawn)	10	-77	-1	1.1	0.7	-2	0.0	0.5	1	1.1	-1
Nc1nc2ccccc2n1/N=C/c1ccc(-c2ccccc2)o1	0	31	11	0.9	-1.7	10	0.0	-3.2	0.9	0.9	9
CCOC(=O)CSc1nc(C)cc(Oc2ccc(=O)n(C)n2)n1	5	-23	4	1	-0.4	-5	-0.2	0.5	1	1.1	2
O=C(CN1C(=O)NC(Cc2ccccc2)C1=O)Nc1ccc(F)cc1 (stereo not drawn)	-1	-36	-5	0.9	2.2	-6	0.0	0.7	0.8	1	16
Cn1nnnc1Sc1ncnc2scc(-c3ccc(F)cc3)c12	3	-2	1	1.1	1.6	91*	0.0	3.2	0.9	1.1	8
CCN(CC)CCN(Cc1cc2cc3c(cc2[nH]c1=O)OCCO3)C(=O)NC1CCCCC1	2	-7	-1	0.9	-0.7	4	0.2	0.7	0.9	1	9
CC(C)(O)C#Cc1ccc(C(=O)NCCc2ccc(S(N)(=O)=O)cc2)cc1	4	-5	-8	1.2	1.1	-8	-0.2	-0.2	1.1	1	-12
O=C(NC12CC3CC(CC(C3)C1)C2)C1CC(=O)N(c2ccc(Br)cc2)C1 (stereo not drawn)	-1	·	12	1	2.0	-4	-0.3	-8.7	1	1	3
O=C(Cc1ccc(F)cc1)NCC1CCCO1 (stereo not drawn)	15	-29	10	·	-1.1	-3	-0.4	-1.5	·	·	·
COc1cc2[nH]c(=S)n(CCN3CCOCC3)c(=O)c2cc1OC	-3	-25	-10	0.9	0.8	7	-0.5	-2.0	0.8	0.9	19
COCCN(C(=O)CN1CCN(S(=O)(=O)c2ccc(F)cc2)CC1)c1c(N)n(Cc2ccccc2)c(=O)[nH]c1=O	6	5	0	1	-0.1	-7	0.1	-0.2	0.9	1	8
O=C(O)c1ccc(N2C(=O)/C(=C/C=C/c3ccccc3)SC2=S)cc1	4	1	-11	1	1.1	-2	-0.2	6.7	0.9	1	11
O=C(Nc1ccc(F)c(Cl)c1)NC1CC1	6	-16	-1	1	2.5	5	0.3	-0.5	1	0.9	-1
COc1ccccc1N1CCN(CC(=O)NCC2CCCO2)CC1 (stereo not drawn)	6	·	9	1.1	4.4	2	-0.5	-0.9	0.7	1.2	26
Cc1ccc2[nH]c(=O)c(CN(CC3CCCO3)C(=S)Nc3ccccc3)cc2c1 (stereo not drawn)	7	8	4	0.8	4.0	54*	0.0	-0.3	0.9	1.1	8
CCOc1cc(/C=N/NC(=O)C(C)Sc2ccccc2)ccc1O (stereo not drawn)	10	-25	12	1	-0.6	-4	0.3	0.0	0.9	1	12
COc1ccccc1N(C)S(=O)(=O)c1ccc(C(=O)OCC(=O)N2CCC2)cc1	14	-4	-2	1	1.1	83*	-0.2	-1.4	0.9	0.9	10
Cc1ccc(C(=O)CSc2nc3ccccc3c(=O)[nH]2)cc1C	12	-7	-12	1	2.3	6	0.3	0.6	1.1	1	-8
CC(=O)n1nc(-c2ccc(C)cc2)nc1NCc1ccco1	0	-3	8	1	1.1	-6	-0.3	-0.6	0.9	1	9
O=C(c1ccc(Cl)cc1[N+](=O)[O-])N1CCN(c2ccccn2)CC1	13	9	-3	0.9	1.8	-3	-0.1	0.2	0.9	0.8	8
CCC(=O)c1cc2c(cc1NC(=O)c1ccc(C)cc1)OCCO2	-32	-21	0	0.8	4.3	-4	0.4	5.2	0.8	0.9	18
Cc1nc2n(COCCO)cnn2c(=O)c1Br	3	9	-7	1.2	0.4	4	-0.2	-1.5	0.9	1.1	10
NNC(=O)c1ccc(COc2ccc3c(c2)CCC3)cc1	-8	-6	-1	0.8	-0.7	-8	-0.3	0.1	0.9	0.9	9

Shown as a hit in RAM network inh, of those listed so far:
canonical_smiles | S1P3 antag | TLR4-MyD88 BLA | PMI activator | RAM network inh | Hsp70 activator | DTT redox prof | PMI act hi M6P
CCCn1c(SCC(=O)Nc2ccc(C(=O)Nc3ccccc3OC)cc2)n[nH]c1=O | 10 | 1 | 1 | 9.2* | -0.1 | 0.2 | 0.9
CCSC1=N/C(=C\c2ccc3c(c2)OCO3)C(=O)S1 | · | -1 | 0.9 | 15* | -0.2 | 0.5 | 0.9

Source: PubChem (several laboratories)
